UPR XBP1 act: activators of adaptive XBP1 UPR arm, primary screen, cell-based, CHO-XBP1 luciferase reporter, luminescence, uHTS | activation, % at 20 µM | 330,000 tested, 0.33% active | AID 463104, 2010 | IRE1-XBP1 UPR activation; percent of tunicamycin response, DMSO as zero;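 active = versus positive control, 20 µM dose yields 30% or more activation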;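 also: 100% = tunicamycin at 10 µg/mL and 0% = DMSO only wells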
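Material: CHO-XBP1 cells stably carrying IRE1-XBP1-driven luciferase reporter | Medium: F12 with 10% serum | Compound dosing: 20 µM single concentration, DMSO 1% | Incubation: Overnight seeding at 37 °C, 6 h compound treatment at 37 °C | Detection: Steady-Glo luminescence read | Read-out basis: % activation of reporter signal versus tunicamycin and DMSO controls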
CHOP UPR activ: activators of apoptotic CHOP UPR arm, primary screen, cell-based, CHO-CHOP luciferase reporter, luminescence, uHTS; UPR activation; percent of tunicamycin response over DMSO baseline; activation, % at 10 µM; 330,000 tested, 0.34% active; AID 449763, 2010;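 active = at 10 µM dose, activation of 40% or more, normalized to positive control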;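 also: 100% = tunicamycin at 10 µg/mL and 0% = DMSO alone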
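assay system = CHO CHOP reporter cells | amount = 500 CHO-CHOP cells per well | buffer or medium = F12 with 10% FBS | incubation = 16-18 h cell attachment, then 6 h compound exposure, 37 °C | detection = luminescence read with Steady-Glo | read-out = percent activation relative to tunicamycin control | controls = tunicamycin high control, DMSO low control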
APJ ag: agonists of human apelin receptor APJ, primary screen, CHO-K1 cells, PathHunter beta-arrestin, luminescence. P35414. activation, % at 20 µM. 0% DMSO wells, 100% apelin. 330,000 tested, 0.11% active;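 active = activation more than six SD over the plate average, tested at 20 µM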;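 also: 0% = DMSO alone and 100% = apelin-13 at 10 nM; some results filed as inactive read as strong as hits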
Target sequence (P35414 whole entry, looked up): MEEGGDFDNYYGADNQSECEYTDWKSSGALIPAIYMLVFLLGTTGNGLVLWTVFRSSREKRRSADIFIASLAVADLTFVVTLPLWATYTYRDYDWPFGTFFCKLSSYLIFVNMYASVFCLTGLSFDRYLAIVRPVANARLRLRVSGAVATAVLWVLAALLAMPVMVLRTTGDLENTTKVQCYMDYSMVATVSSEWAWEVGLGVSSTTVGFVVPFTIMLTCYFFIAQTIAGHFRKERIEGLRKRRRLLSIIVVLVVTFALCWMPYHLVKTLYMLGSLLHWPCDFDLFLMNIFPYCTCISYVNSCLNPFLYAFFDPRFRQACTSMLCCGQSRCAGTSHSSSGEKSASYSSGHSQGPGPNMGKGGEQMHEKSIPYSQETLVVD
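Test system: CHO-K1 APJ beta-arrestin complementation cell line. Amount: cell density 1000 per well. Controls: DMSO negative, 10 nM Apelin-13 positive. Signal: luminescent beta-gal fragment complementation, chemiluminescent substrate. Read-out basis: agonist-driven arrestin binding to APJ. Timing: compound stimulation 90 min at 25 °C, detection 60 min.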
Mdm2 MdmX PPI: inhibitors of human Mdm2-MdmX association, primary screen, cell-based, luminescence, split luciferase, SaOS-2, uHTS. 330,000 tested, 3% active. inhibition, % at 8 µM. Protein Mdm4 (Homo sapiens) + E3 ubiquitin-protein ligase Mdm2 (Homo sapiens), …. AID 485346, 2010. SaOS-2 split-luciferase Mdm2/MdmX complementation;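 active = inhibition of at least 50% at 8 µM in the primary screen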
697 NFkB inh: inhibitors of PMA/ionomycin-induced NF-kB reporter, 697 cells, primary screen, B-cell NF-kB inhibitor project, cell-based, luminescence, uHTS | 697 B-cell NF-kB luciferase reporter, 16 h | inhibition, % at 4 µM | 330,000 tested, 0.33% active | AID 435022, 2010; in the data active = inhibition above about 35%
APJ antagonist: antagonists of human apelin receptor APJ, primary screen, CHO-K1 cells, beta-arrestin complementation, luminescence; P35414; inhibition, % at 20 µM; 330,000 tested, 0.32% active;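 active = inhibition above about 40% at 20 µM, limit read from the data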;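 also: cells challenged with 10 nM apelin-13 agonist together with compound; plate controls were apelin-13 plus DMSO wells for no effect and DMSO wells lacking apelin-13 for full effect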
tim23-1 inh: growth inhibitors of tim23-1 mutant yeast, primary screen, luminescence, uHTS. S. cerevisiae tim23-1 growth, BacTiter-Glo luminescence, 24 h. inhibition, % at 20 µM. 330,000 tested, 1.3% active;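 active = growth inhibition of the mutant yeast at or above 50%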;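 also: temperature-sensitive mutant grown at 25 °C; plate controls were DMSO-treated mutant yeast for no effect and medium wells lacking yeast for full effect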
Jurkat NFkB inh: inhibitors of induced NF-kB luciferase reporter, primary screen, TCR NF-kB activation inhibitor project, cell-based, luminescence, uHTS. 330,000 tested, 0.53% active. inhibition, % at 4 µM. Jurkat, PMA/ionomycin-induced NF-kB luciferase reporter; in the data active = inhibition above about 50%
An asterisk follows results filed as active; . = no result given.

Structure	697 NFkB inh	APJ ag	UPR XBP1 act	APJ antagonist	Jurkat NFkB inh	Mdm2 MdmX PPI	tim23-1 inh	CHOP UPR activ
Cc1ccc(S(=O)(=O)c2c(C)nn(C(C)(C)C)c2OC(=O)C(C)(C)C)cc1	-7	-4	0	-22	-17	11	39	-1.0
COc1ccc(C(=O)NNc2ccccc2)cc1OC	25	-1	1	16	10	-24	12	1.2
CC12CCC(=O)N1C(C(=O)NCCN1C(=O)S/C(=C\c3ccc(F)cc3)C1=O)CS2 (stereo not given)	3	-3	4	14	14	-3	25	-1.5
Cc1ccccc1OCCC(=O)NNC(=O)COc1cccc(F)c1	7	-1	1	-17	-11	-1	-11	-0.3
O=C1CCN(S(=O)(=O)c2ccc(Cl)cc2)CC1	-2	-2	2	8	-6	5	-3	8.7
Cc1ccc(OCC(=O)NC2CCCCCC2)cc1C	-18	-4	1	6	-22	-4	28	3.4
Cc1nc2ncnn2c(C)c1Cc1ccc(Cl)cc1	-2	-3	0	-3	3	25	-20	0.3
COc1ccc(Nc2c(-c3ccco3)nc3cccc(C)n23)cc1	16	-3	-2	-14	-4	-9	28	-2.0
COc1cc(C=O)c(Br)cc1OCC(=O)NCc1ccccc1	-8	-1	-4	12	1	-10	23	-1.4
CC1(OC(=O)CCc2ccccc2)C(=O)C=C2C=C(c3ccc(C#N)cc3)N(C3CC3)C=C2C1=O (stereo not given)	2	24	0	-2	-3	29	11	-3.3
CCCC(=O)Nc1nnc(C2CCCO2)s1 (stereo not given)	30	-1	-3	-5	-15	5	16	1.8
Cc1nnc(SC(C)C)n(N)c1=O	-6	1	-3	-10	-1	15	6	-1.4
COc1cc(OC)cc(-c2sc3ccc(OC)cc3c2C#CCCO)c1	-13	-3	2	-4	-24	-1	27	1.2
NC(CC(=O)OC1CCCCC1)C(=O)OC1CCCCC1 (stereo not given)	2	-2	-2	5	-9	6	22	0.5
CC(C)[C@H](NC(=O)[C@@H]1CSC2c3ccccc3C(=O)N21)C(=O)NCc1ccco1 (stereo not given in full)	0	6	-3	15	-6	5	-3	-1.0
O=C(NN=C1C2CC3CC(C2)CC1C3)c1cc(Cl)ccc1O	12	-4	-3	20	-7	30	-10	-1.0
COc1ccc2c(c1OC)CN1CCc3cc4c(cc3[C@@H]1[C@@H]2O)OCO4	-11	-1	0	9	4	17	9	0.9
CC(C)C(=O)Nc1ccc(NC(=O)c2cc3ccccc3o2)cc1	12	-2	4	9	-48	-4	11	6.3
C/C=C/c1ccc(OCCOc2cccc3cccnc23)c(OC)c1	-5	-2	-1	2	-9	-29	39	5.2
O=S(=O)(NCc1ccc(C(F)(F)F)cc1)c1ccc(-n2cnnn2)cc1	7	1	-4	35	10	30	-3	-0.8
COc1ccc(C#Cc2c(-c3ccccc3)n(C)c3ccccc23)cc1	5	0	5	-7	-6	14	27	-1.8
COc1ccccc1CCC(=O)N1CCC(n2nccc2NC(=O)C2CCOC2)CC1 (stereo not given)	-36	-3	-2	-11	3	7	4	1.5
O=C(Cn1ccc(NC(=O)OCc2ccccc2)nc1=O)NCc1nc2ccccc2[nH]1	-12	-2	-2	18	-14	-35	7	1.4
C/C=C(\C)C(=O)OC(C)(C)[C@@H]1Cc2cc3ccc(=O)oc3cc2O1	-5	-2	-3	-13	16	18	11	-1.9
Cc1ccc(NS(=O)(=O)c2ccc(CCC(=O)NCCO)cc2)cc1	0	-1	-1	-17	-9	-8	2	-0.7
CC1CCCN(CCCNC(=O)c2cc3c(Cl)nc4ccccc4c3s2)C1 (stereo not given)	-16	4	7	12	-24	19	-6	1.7
COc1ccc(/C=C/C(=O)OCC(=O)N2CCCC2)c(OC)c1	23	-6	-2	-7	9	3	-2	0.2
CCC(=O)N1N=C(c2ccc(C)o2)CC1c1ccc(OC)cc1 (stereo not given)	-4	-3	0	-3	1	15	22	0.5
COC(=O)Cn1c(=NC(=O)C(C)(C)C)sc2c(C)cc(C)cc21	29	-3	-2	-2	8	-38	24	1.8
O=C(c1ccco1)N1CCN(c2ccc([N+](=O)[O-])cn2)CC1	11	1	-3	-23	-7	-5	14	1.9
O=C(CCCc1ccccc1)Nc1nncs1	11	-2	-2	-1	-5	-22	-2	-2.2
COc1ccc(C(CC(=O)N2CCCC2)c2c(OC)cc(OC)c3c(-c4ccccc4)cc(=O)oc23)cc1 (stereo not given)	14	-5	12	6	26	20	17	-0.4
O=C(COC(=O)c1ccccc1SCC(=O)NC1CCCCC1)NC1CCCCC1	12	0	-2	7	-4	19	-5	1.1
CCN=C1S/C(=C\c2ccc(OC)c(OCC)c2)C(=O)N1CC	6	-2	6	4	-6	-17	3	1.6
Cc1ccc(C2CC(c3cccs3)=NN2C(=O)CSC2=NN3CCCC(=O)N=C3S2)cc1 (stereo not given)	-35	-1	-3	-3	-3	21	57*	0.2
CCCCOc1ccc(C(O)C(CN2CCOCC2)c2ccccc2)cc1 (stereo not given)	11	-3	0	11	-1	18	10	0.7
COc1cccc(CN2CCCC(C(=O)N3CCCCC3)C2)c1OC (stereo not given)	-5	-2	-1	-15	-4	-25	-3	-0.3
O=[N+]([O-])c1cccc(S(=O)(=O)N2CCCCC2c2cccnc2)c1 (stereo not given)	10	-2	-1	-47	11	8	28	-1.4
CCCn1c(SCC(=O)Nc2nonc2C)nnc1-c1ccoc1C	6	7	-2	-9	-7	-28	9	-0.9
COc1ccccc1-n1cnnc1SCC(=O)Nc1cccc(S(N)(=O)=O)c1	21	1	-4	-14	2	2	4	-1.5

Some of these compounds in order of molar mass, high to low.
Structure	697 NFkB inh	APJ ag	UPR XBP1 act	APJ antagonist	Jurkat NFkB inh	Mdm2 MdmX PPI	tim23-1 inh	CHOP UPR activ
COc1ccc(C(CC(=O)N2CCCC2)c2c(OC)cc(OC)c3c(-c4ccccc4)cc(=O)oc23)cc1 (stereo not given)	14	-5	12	6	26	20	17	-0.4
COc1ccccc1CCC(=O)N1CCC(n2nccc2NC(=O)C2CCOC2)CC1 (stereo not given)	-36	-3	-2	-11	3	7	4	1.5
CC1CCCN(CCCNC(=O)c2cc3c(Cl)nc4ccccc4c3s2)C1 (stereo not given)	-16	4	7	12	-24	19	-6	1.7
O=C(CCCc1ccccc1)Nc1nncs1	11	-2	-2	-1	-5	-22	-2	-2.2

The list goes on.
Structure	697 NFkB inh	APJ ag	UPR XBP1 act	APJ antagonist	Jurkat NFkB inh	Mdm2 MdmX PPI	tim23-1 inh	CHOP UPR activ
CCN(C(=O)COC(=O)c1cc(Cl)ccc1OC)c1c(N)n(Cc2ccccc2)c(=O)[nH]c1=O	8	-3	-1	14	4	9	5	-0.2
CC(=O)N1c2c(cc(Br)cc2S(=O)(=O)NCc2ccc3c(c2)OCO3)CC1C (stereo not given)	-3	0	-1	-2	-5	22	15	-1.0
Cc1ccc(CNC(=O)CNC(=O)[C@@H]2Cc3ccccc3CN2C(=O)OC(C)(C)C)cc1	4	0	-4	-23	-2	16	27	1.1
CCC(C(=O)OCC(=O)Nc1cccc(C(C)=O)c1)c1ccccc1 (stereo not given)	-24	-1	0	-1	-44	3	-7	-2.6
O=[N+]([O-])c1cc(Br)c(O)c(/C=N/Nc2nnnn2-c2cccc3ccccc23)c1	10	-5	-1	16	22	8	32	-1.5
CCOc1cccc(-c2cc(C(=O)NN)[nH]n2)c1	-3	4	-1	-14	-13	9	8	0.2
O=C1C=C(c2ccc(Cl)c(C(F)(F)F)c2)C[C@@H](c2ccc(F)cc2)C1	-10	-3	-3	3	-2	2	26	0.4
COc1ccccc1NC(=O)Cc1csc(N)n1	8	3	-1	-1	11	16	0	-1.8
CC(=O)Cn1cnc2scc(-c3ccc(C)c(C)c3)c2c1=O	-7	-3	-1	9	13	17	12	-1.5
CNS(=O)(=O)c1ccc(N2CCCC2=O)c([N+](=O)[O-])c1	-22	-1	1	-7	-6	7	0	0.5
Cc1cc(NC(=O)Nc2ccc(Cl)cc2)n(C)n1	10	-2	5	-1	-2	11	4	1.4
COc1ccc(N2CCN(Cc3cc4c(cc3Br)OCCO4)CC2)cc1	1	-1	-3	16	6	10	-3	-0.8
CCOC(=O)/C(C#N)=C/c1cccc(F)c1	-5	-1	2	-6	-4	-9	12	-0.7
COc1cc(O)c(C(CCN2CCCC2)c2ccc3c(c2)OCO3)c(OC)c1 (stereo not given)	16	4	1	19	-14	0	-10	0.6
COc1ccc(-n2nnnc2-c2ccc(S(C)(=O)=O)cc2Cl)cc1	-6	-2	2	11	19	15	-9	-2.2
CCNC(=O)c1cc(Cl)ccc1OC	15	2	-1	-1	18	7	8	-0.4
CCOc1ccccc1N1CCN(C(=O)C2=CC=CN3CCS(=O)(=O)N=C23)CC1	10	-3	-3	-8	-7	-8	-5	-0.2
O=C1[C@H](Oc2ccccc2)[C@@H](c2ccccc2)N1c1ccncc1	-10	.	-2	.	.	50*	62*	21
CC[C@]12c3[nH]c4cc(CCC(=O)N(C)C)ccc4c3CCN1C(=O)[C@@H](CC(=O)NCCN1CCOCC1)C[C@@H]2C(=O)N1CCN(C(=O)C2CC2)CC1	16	.	-2	.	.	18	30	3.4
O=C(NN1C(=O)C2C3CCC(O3)C2C1=O)c1ccco1 (stereo not given)	-55	1	1	-9	28	17	3	2.1
